# High-throughput results: PubChem, several laboratories
# Vif imaging: blocks HIV Vif function. 0.35% of 340,000 active. AID 602346. HEK293T cells, Vif self-association by quenched fluorescence, imaging, 24 h. inhibition, % at 7.49 µM; in the data active means inhibition above about 50%, passing the limit was not always enough; inconclusive means no clear call, values can overlap the other calls; inactive means below about 31%; further: some results filed as inactive read as strong as hits
# aDG glyco up: increases alpha dystroglycan glycosylation | Pro5-aDG cells, alpha-DG glycosylation AlphaScreen (IIH6); 0% Pro5, 100% B10-LARGE cell signal | activation, % at 10 µM | 0.22% of 360,000 active;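 active means activation of at least 8% versus controls, or a plate z-score of at least 8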;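 further: Pro5 are CHO cells carrying HIG-tagged alpha-DG that lacks glycosylation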
# N-glyco inh: N-linked glycosylation inhibition; reporter increase, % at 12.5 µM; AID 588692; D54 ERlucT glycosylation luciferase reporter, 24 h; percent of 100 nM tunicamycin response; 0.23% of 360,000 active;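 active means mean luciferase reporter signal, scaled so untreated is 0 and the glycosylation-blocking control 100, at or above a set limit in every replicate; inconclusive means mean reaches the limit but not every replicate does; inactive means mean below the limit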;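 further: luciferase carries N-glycosylation sites so blocking glycosylation raises the light; 0% = median of neutral control wells and 100% = median of 100 nM tunicamycin wells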
# MC4R antagonist: human MC4R antagonism in cAMP assay. P32245. MC4R-expressing cells, MTII-stimulated cAMP, LANCE TR-FRET. AID 540295. inhibition, % at 6.5 µM. 0.48% of 360,000 active;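 active means inhibition above its plate's cutoff, the mean of tested wells on that plate plus 3 SD, cut at about 29% in these data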;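 further: 0% = Melanotan II alone and 100% = Melanotan II plus saturating MCL0020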
#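 system = U2OS cells with stable human MC4R expression | also added = Melanotan II challenge after compound preincubation | dosing = one concentration, 6.5 µM nominal | incubation = compound 30 min, challenge 1 h, detection 1 h | measured by = TR-FRET with Eu-cAMP and labeled anti-cAMP, 671 nm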
# ABHD5 PLIN5 PPI: inhibitors of human ABHD5-perilipin-5 interaction; Q00G26+Q8WTS1; Split G. princeps luciferase complementation, luminescence, 4 h; inhibition, % at 4 µM; 0.78% of 360,000 active;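 active means inhibition above the mean inhibition across every tested compound plus 3 SD, cut at about 22% in these data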;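 further: 0% = DMSO only wells and the 100% control is not disclosed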
# MC4R ag barr: human MC4R agonism via beta-arrestin. U2OS MC4R beta-arrestin complementation, luminescence; percent of melanotan II response, DMSO zero. 0.98% of 360,000 active. P32245. AID 540308. activation, % at 8.9 µM;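 active means activation above a per-plate cutoff, the mean activation of sample wells on that plate plus 3 SD, cut at about 8% in these data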
# NOD2-RIPK2 inh: NOD2-RIPK2 protein interaction inhibition | CHO BLA complementation NOD2-RIPK2, CCF4 ratio | inhibition, % at 4.98 µM | 0.38% of 360,000 active; in the data active means inhibition above about 21%;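 further: 0% = vehicle only and 100% = reference blocker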
# TLR9-MyD88 inh: inhibitors of human TLR9-MyD88 binding. Q9NR96+Q99836. CHO BLA complementation TLR9-MyD88, CCF4 FRET ratio. inhibition, % at 4.98 µM. 0.21% of 340,000 active;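 active means inhibition above the mean over all tested compounds plus 3 SD, cut at about 21% in these data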;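 further: 0% = DMSO only wells and 100% = clavulanate BLA inhibitor control wells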
# ABCB6 inh MLPCN: human ABCB6 transporter inhibition; AID 602162; fluorescence ratio to DMSO, % at 10 µM; K562-ABCB6 porphyrin accumulation, flow cytometry, 1 h; active compounds read low; 0.19% of 360,000 active;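 active means fluorescence ratio to DMSO below 75%, the collection mean minus 3 SD; inconclusive means too few cells collected in the well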;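 further: signal is porphyrin accumulated inside mitochondria; 100% equals median channel fluorescence of DMSO control wells; lower ratio means ABCB6 inhibition with less porphyrin fluorescence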
# Target sequence (Q9NP58 whole entry, looked up): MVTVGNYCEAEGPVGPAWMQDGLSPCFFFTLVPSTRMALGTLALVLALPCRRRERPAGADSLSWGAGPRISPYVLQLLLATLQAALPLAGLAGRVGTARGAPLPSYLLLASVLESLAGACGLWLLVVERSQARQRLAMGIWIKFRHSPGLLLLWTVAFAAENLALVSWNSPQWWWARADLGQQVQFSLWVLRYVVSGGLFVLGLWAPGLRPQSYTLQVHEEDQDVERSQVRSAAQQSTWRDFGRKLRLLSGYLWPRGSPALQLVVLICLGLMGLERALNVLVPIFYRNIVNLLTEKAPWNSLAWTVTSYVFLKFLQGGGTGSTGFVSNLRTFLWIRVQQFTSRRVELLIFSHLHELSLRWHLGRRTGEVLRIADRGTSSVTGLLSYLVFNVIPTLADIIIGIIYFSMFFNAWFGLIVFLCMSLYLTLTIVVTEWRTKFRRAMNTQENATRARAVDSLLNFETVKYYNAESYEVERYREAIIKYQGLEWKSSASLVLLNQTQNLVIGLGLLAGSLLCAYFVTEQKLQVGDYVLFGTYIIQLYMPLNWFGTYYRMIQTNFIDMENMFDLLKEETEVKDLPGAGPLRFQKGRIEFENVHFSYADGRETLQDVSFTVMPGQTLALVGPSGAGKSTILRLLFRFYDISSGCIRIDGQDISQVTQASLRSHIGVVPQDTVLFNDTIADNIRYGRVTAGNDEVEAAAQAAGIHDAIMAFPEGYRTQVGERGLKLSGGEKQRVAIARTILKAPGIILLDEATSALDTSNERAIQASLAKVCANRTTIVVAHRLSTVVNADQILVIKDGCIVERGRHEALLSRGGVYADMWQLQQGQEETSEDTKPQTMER
# Granule exo inh: blocks lytic granule exocytosis. TALL-104 LAMP-1 surface exposure, flow cytometry; cells stimulated with thapsigargin and PMA. inhibition, % at 10 µM. 0.66% of 360,000 active. AID 651702;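 active means inhibition above about 55%, limit read from the data; inconclusive means no clear call, values can overlap the other calls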
# The depositor's hits bear a star; ? = inconclusive; · = no result given. These rows are one share of the data. The share of hits here may be higher or lower than overall.
compound	Granule exo inh	ABCB6 inh MLPCN	TLR9-MyD88 inh	MC4R antagonist	MC4R ag barr	NOD2-RIPK2 inh	Vif imaging	ABHD5 PLIN5 PPI	N-glyco inh	aDG glyco up
Cc1ccc(OCCCCN2CCCC(C)C2)c([N+](=O)[O-])c1 (configuration not stated)	1	98	-1	6	-3.2	-8	0	-2	0	0.0
COc1ccc(NC(=O)c2cc(C3CCCCN3S(=O)(=O)c3cccs3)on2)c(C)c1 (configuration not stated)	-4	100	·	10	-0.5	7	-7	0	-3	-0.1
Cc1ccc(S(=O)(=O)Nc2c(C(=O)O)[nH]c3ccccc23)cc1C	-2	94	3	7	-4.3	-9	8	-3	3	0.2
O=C(O)c1cc(NS(=O)(=O)c2ccc3ccccc3c2)ccc1O	0	96	9	0	-0.2	1	10	0	-2	-0.1
O=C(Cn1nc2n(c1=O)-c1ccccc1SC2)N/N=C/c1cccs1	-1	99	-6	1	-0.3	4	-2	0	0	0.0
CCN(CC(=O)Nc1ccc2c(c1)OCCO2)C(=O)c1ccc(S(=O)(=O)N(C)C)cc1	-5	97	0	-3	-2.4	-15	·	7	0	-0.4
CC(C)=CCC/C(C)=C/CNC(=O)CC1C[C@H](C(=O)N2CCCCC2)[C@@]2(C)c3[nH]c4ccccc4c3CCN2C1=O (some centres not stated)	3	99	0	-4	-2.0	-15	·	-11	-2	0.1
COc1cc2ccccc2cc1C(=O)N1CCOCC1	8	99	-10	-8	-1.9	-3	3	-2	-1	-0.2
CCOC(=O)C1(Cc2ccccc2)CCCN(C(=O)c2cn[nH]c2)C1 (configuration not stated)	-9	99	-5	5	-0.8	0	4	-2	0	-0.2
S=C(NCC1CCCO1)N1CCN(c2nc(-c3ccc(Cl)cc3)cs2)CC1 (configuration not stated)	16	88	-1	13	0.4	-2	-11	-1	0	3.4
CN(C(=O)C=Cc1ccccc1)c1ccccc1	20	97	-5	6	-0.9	-10	23	-2	-3	0.4
COc1ccc(-c2cc(C(=O)NCc3cccc(Cl)c3)[nH]n2)c(C)c1	-3	79	·	1	1.9	2	-13	-1	2	0.3
CC(Oc1ccc(Br)cc1)C(=O)Nc1nnc(C2CC2)s1 (configuration not stated)	4	92	7	0	-3.1	2	-15	-5	-1	0.0
Cn1nc(Oc2nc(N3CCOCC3)nc(N3CCOCC3)n2)ccc1=O	5	108	5	-1	-0.8	-2	-1	2	5	0.1
CCCCN(C)Cc1c(C)[nH]c2c(Cl)cccc2c1=O	2	98	-2	-1	0.3	-8	4	2	3	0.0
Cc1ccc(/C=N/N2CCN(c3ccccn3)CC2)cc1	0	95	7	8	-1.1	-5	-7	-9	0	-0.1
Nc1c(C(=O)Nc2cccc(C(=O)O)c2)sc2nc3c(cc12)CCCC3	4	94	-6	7	-1.1	3	16	3	-7	-0.1
Cc1ccc2nc(C(C)(C)C)c(Cc3cccc(Cl)c3)n2c1	5	98	·	·	·	-3	·	-2	-2	0.2
COCCCN1C(=O)C(=O)/C(=C(/O)c2ccc(C)cc2)C1/C=C/c1ccccc1 (configuration not stated)	0	102	-1	10	1.3	-9	2	0	4	-0.2
CCOc1ccc(N=C2NC(=O)C(CC(=O)O)S2)cc1 (configuration not stated)	-3	102	4	15	-1.0	-8	3	7	0	0.0
CCOc1ccccc1NC(=O)/C=C/c1ccccc1[N+](=O)[O-]	-7	97	10	1	-1.9	5	-4	-1	-6	-0.2
CC1CCCN(S(=O)(=O)c2ccc3c(c2)OCCO3)C1 (configuration not stated)	-2	94	1	1	-0.4	-3	10	-9	0	-0.1
COC(=O)C1=C(C)N(C)C(C)=C(C(=O)OC)C1c1ccc(Cl)cc1	0	96	-18	7	-0.2	-2	4	-4	6	0.4
COc1ccc(CNC(=O)CCCn2c(=S)[nH]c3cc4c(cc3c2=O)OCO4)cc1	-1	103	0	7	0.9	-11	-6	-3	5	-0.2
Cc1nn2c(-c3ccco3)nnc2c2ccccc12	12	98	-3	-4	-1.3	5	-20	3	14	-0.1
COc1cc2nc(N3CCN(C(=O)c4ccco4)CC3)nc(N)c2cc1OC	3	103	-4	6	1.5	-20	-4	-5	-7	0.3
CC(C)(C)c1ccc(C(=O)NCc2nnc(SCC(=O)N3CCCC3)o2)cc1	0	98	-1	0	-0.3	-2	0	-6	-1	0.1
COc1ccc(/C=C2\NC(=S)N(CC3CCCO3)C2=O)c(OC)c1 (configuration not stated)	-3	97	4	-14	-1.3	-2	-3	5	1	-0.2
CCOC(=O)c1ccc(/C=C2/C=C(c3ccccc3)N(c3ccc(Cl)c(C(=O)O)c3)C2=O)cc1	7	302	-10	9	0.2	-5	4	0	?	-0.2
COc1ccccc1C1=NOC(CN2C(=O)c3ccccc3S2(=O)=O)C1 (configuration not stated)	-6	93	10	-4	-1.4	2	-2	-2	3	-0.1
COc1ccccc1NC(=O)CSc1nnc(-c2ccncc2)n1CC1CCCO1 (configuration not stated)	8	99	-3	1	-0.9	2	9	-3	0	1.9
Cn1c(/C(C#N)=C(\O)c2ccccc2Cl)nc2ccccc21	4	101	3	1	-1.0	-5	-5	-6	2	0.0
COc1ccc(-c2cc(C(=O)Nc3ccc(O)cc3)c3ccccc3n2)cc1OC	2	99	-1	-6	1.1	-5	-22	19	-1	-0.3
CSc1ccc(CNC(=O)C2(C)CCCN2C)cc1 (configuration not stated)	0	108	·	10	1.3	-3	11	-7	1	-0.1
CCOC(=O)C1C(c2cccs2)NC(=O)NC1(O)C(F)(F)F (configuration not stated)	-1	102	6	2	-2.1	-15	13	-2	1	-0.3
CCCN1c2cccc3cccc(c23)S1(=O)=O	1	98	3	16	0.7	3	5	6	0	0.1
CN1CCN(C2=C(Cl)C(=O)N(CCc3ccccc3)C2=O)CC1	8	97	1	1	-1.6	-1	-1	1	-7	0.4
COc1ccccc1CNC(=O)c1nccnc1CO	-8	104	7	7	0.8	-18	-3	12	1	-0.1
COC(=O)c1ccc(-n2nnnc2SCc2ccccc2OC)cc1	-1	77	-2	-1	-0.7	-12	·	-3	0	1.6
Cc1ccc(NC(=S)N(CCN2CCCCC2)Cc2ccco2)cc1	0	104	4	8	0.6	-4	-1	-1	3	0.4
CCOc1ccc(C(=O)NCCn2cc(SCC(=O)Nc3cc(C)on3)c3ccccc32)cc1	1	92	-8	3	-1.8	-5	17	-8	-3	0.1
COc1cc(NC(=O)C/C(C)=N/NC(=O)Cc2ccccc2)c(OC)cc1Cl	3	85	10	0	2.8	-11	-1	13	2	-0.1
COc1cc(/C=C2/C(=N)N3C(c4ccccc4)=CSC3=NC2=O)ccc1OCC(=O)O	0	100	-3	1	-1.0	-2	2	0	3	-0.1
Cc1cc(-c2ccccc2)n[nH]1	0	94	12	4	-4.6	-4	-8	-1	2	-0.4
CC(C)(C)OC(=O)N1C(=O)[C@](OC(=O)c2ccccc2)(c2ccc(F)cc2)c2ccccc21	0	97	·	·	·	-9	·	-3	·	-0.1
COc1ccc(N(CC(=O)Nc2ccccc2C(=O)N2CCCC2)S(C)(=O)=O)cc1	-4	92	0	2	-1.7	-4	7	-7	2	0.1
Nc1cc(Cl)nc(N/N=C/c2ccccc2[N+](=O)[O-])n1	-3	95	1	-3	-1.5	-4	·	-4	7	-0.4
Cc1ccc(S(=O)(=O)NCC2CCC(C(=O)NCc3ccco3)CC2)cc1 (configuration not stated)	8	95	1	2	-1.9	-4	-3	3	2	-0.1
O=C(Nc1ccccc1C(F)(F)F)c1cc(-c2ccc(O)cc2)on1	-1	96	-5	1	3.9	0	-5	0	2	-0.2
CCCCCCCCNCCS(=O)(=O)NCc1ccccc1	63*	100	-2	3	7.7	2	15	-1	-1	0.6
O=C(OCc1cn([C@@H]2C[C@H](c3ccccc3)N(C(=O)C3CCCCC3)C[C@H]2O)nn1)c1ccccc1	-1	102	-9	20	2.7	-1	3	-10	-2	0.3
O=C(O)C1CCN(S(=O)(=O)c2cccc3cccnc23)CC1	-7	101	2	-7	-0.2	1	-3	-10	2	-0.2
COC(=O)C1NN=C(C(=O)c2ccccc2)C1c1ccccc1 (configuration not stated)	3	99	-3	2	-0.8	-10	-2	3	0	-0.1
COC(=O)C[C@@H]1C=C[C@@H](NS(=O)(=O)c2cccc(OC)c2)[C@@H](CO)O1	-2	·	·	·	·	-11	·	7	·	0.0
O=C(c1ccccc1)c1ccc(C(=O)O)c(C(=O)O)c1	1	91	2	-6	0.7	4	-5	-5	1	0.0
COCC(C)n1c(C)cc(C(=O)Cn2c(=O)oc3ccccc32)c1C (configuration not stated)	-1	88	6	4	-0.7	-1	1	1	-2	-0.1
COc1ccc(Br)cc1S(=O)(=O)Nc1ncn[nH]1	-4	95	3	3	0.0	-9	8	1	1	0.0
CCOC(=O)/C(=C\Nc1ccc(OC(F)(F)F)cc1)Sc1ncc(C(F)(F)F)cc1Cl	-11	104	0	1	0.2	-1	-13	-1	-4	-0.2
CS(=O)(=O)N1CCC(C(=O)c2cccc(Cl)c2)CC1	9	100	0	-2	-3.1	-6	14	1	-3	-0.2
NS(=O)(=O)c1cccnc1Nc1ccc(Cl)c(Cl)c1	0	90	-2	0	-2.1	-1	-6	2	1	-0.1

# (next part)
compound	Granule exo inh	ABCB6 inh MLPCN	TLR9-MyD88 inh	MC4R antagonist	MC4R ag barr	NOD2-RIPK2 inh	Vif imaging	ABHD5 PLIN5 PPI	N-glyco inh	aDG glyco up
CN1CCN(C(=O)c2cc3c(c(-c4cccc(-c5cc6ccccc6o5)c4)n2)[C@@H](CCO)N(S(=O)C(C)(C)C)C3)CC1 (some centres not stated)	2	104	·	·	·	-2	·	-1	4	-0.1
CCCCN(C(=O)CNC(=O)c1cccs1)C(C(=O)NC1CCCC1)c1ccncc1 (configuration not stated)	6	97	-3	7	-1.6	-4	3	2	5	0.0
C=CCNC(=S)Nc1ccc(N(C)C)cc1	6	97	-8	0	-1.0	2	11	0	2	-0.1
COc1ccc(CCC(=O)NCC2CCCCC2)cc1OC	-1	105	2	17	0.2	5	3	-4	3	0.1
COC(=O)Cc1c(C)c2ccc(OCC(=O)N3CCCC3)c(C)c2oc1=O	-1	96	1	10	1.6	-8	-5	7	1	0.3
COC(=O)c1c(NC(=O)C(=O)N2CCCCC2)sc2c1CC(C)(C)OC2	-3	95	-6	0	-1.7	-4	2	-2	3	-0.3
NC(=O)C1(N2CCCCC2)CCN(C2CC(=O)NC2=O)CC1 (configuration not stated)	4	95	5	7	-2.4	7	-3	0	1	0.1

# Compound profiles, from the list above:
# `COc1ccc(CCC(=O)NCC2CCCCC2)cc1OC` is entered as Granule exo inh = -1; ABCB6 inh MLPCN = 105; TLR9-MyD88 inh = 2; MC4R antagonist = 17; MC4R ag barr = 0.2; NOD2-RIPK2 inh = 5; Vif imaging = 3; ABHD5 PLIN5 PPI = -4; N-glyco inh = 3; aDG glyco up = 0.1
# `CN1CCN(C(=O)c2cc3c(c(-c4cccc(-c5cc6ccccc6o5)c4)n2)[C@@H](CCO)N(S(=O)C(C)(C)C)C3)CC1` (some centres not stated) is entered as Granule exo inh = 2; ABCB6 inh MLPCN = 104; TLR9-MyD88 inh = ·; MC4R antagonist = ·; MC4R ag barr = ·; NOD2-RIPK2 inh = -2; Vif imaging = ·; ABHD5 PLIN5 PPI = -1; N-glyco inh = 4; aDG glyco up = -0.1
